Tb PYK inh – blocks Trypanosoma brucei pyruvate kinase; Q57TT1; TbPYK enzyme, Kinase-Glo Plus ATP luminescence, 45 min; Potency, µM (doses to about 76.8 µM), without a hit: top-dose activity, negative = inhibition, actives largely listed as inhibitors; hit rate 0.12% among 410,000; note: potency is the fitted concentration of half-maximal effect; % is set by controls: 0 for no effect and ±100 for the full control effect; nearly all actives have a fitted effect of over 50% in size
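In this concentration-response screen, enzyme-free wells defined baseline while DMSO plates tracked drift. Each reaction combined TbPYK, substrate, compound and 130 uM ADP for 45 min at room temperature. Kinase-Glo Plus luminescence gave the signal.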
Shiga toxin inh – Shiga toxin inhibition | hit rate 9.2% among 290,000 | Vero cells, Shiga toxin protein synthesis inhibition reporter | inhibition, % at 38.7 µM | AID 2315; in the data active = inhibition mostly above about 28%, no sharp cut-off; inactive = mostly below about 43%; note: 0% is about no effect
LmPK inhibitor – inhibitors of Leishmania mexicana pyruvate kinase. purified LmPK, Kinase-Glo ATP luminescence, 1 h. Potency, µM (series often up to 57.5 µM), for inactives: at the highest dose activity change, negative = inhibition, actives largely listed as inhibitors. hit rate 0.37% among 290,000; note: potency is the fitted concentration of half-maximal effect; % is set by controls: 0 for no effect and ±100 for the full control effect
Target sequence (Q27686 whole entry, looked up): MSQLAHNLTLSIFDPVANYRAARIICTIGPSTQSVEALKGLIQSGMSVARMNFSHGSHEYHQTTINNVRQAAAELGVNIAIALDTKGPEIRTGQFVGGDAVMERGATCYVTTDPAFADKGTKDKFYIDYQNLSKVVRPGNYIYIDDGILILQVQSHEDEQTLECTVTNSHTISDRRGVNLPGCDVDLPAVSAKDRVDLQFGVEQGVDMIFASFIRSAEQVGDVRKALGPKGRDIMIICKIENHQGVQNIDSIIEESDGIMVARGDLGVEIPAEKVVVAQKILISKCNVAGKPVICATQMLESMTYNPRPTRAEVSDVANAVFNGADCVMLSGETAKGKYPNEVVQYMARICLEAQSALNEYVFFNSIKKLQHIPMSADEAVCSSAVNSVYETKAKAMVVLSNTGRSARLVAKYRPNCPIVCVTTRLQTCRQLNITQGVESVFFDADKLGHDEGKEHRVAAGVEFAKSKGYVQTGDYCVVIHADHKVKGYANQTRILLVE
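qHTS format; LmPK 0.1 nM; substrates PEP 0.5 mM and ADP 0.1 mM. One-hour room-temperature incubation, then coupled luciferase luminescence; 0.5 nM enzyme wells mark activation.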
Pf growth 96h – P. falciparum growth inhibition at 96 hours; P. falciparum luciferase reporter growth, 96 h; AID 504834; Potency, µM (doses to about 28.7 µM), without a hit: at the highest dose activity change, negative = inhibition, actives largely listed as inhibitors; hit rate 6.9% among 320,000; note: potency is the fitted concentration of half-maximal effect; % is set by controls: 0 for no effect and ±100 for the full control effect
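Parasite growth measured via integrated firefly luciferase reporter in P. falciparum. Infected erythrocytes at 2% hematocrit, 0.05% parasitemia final were treated 96 hours at 37 C under 5% CO2, and luminescence was read.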
HCV inhibitor – inhibitors of hepatitis C virus infection; hit rate 3.4% among 340,000; Potency, µM (series often up to 41.8 µM), without a hit: at the highest dose activity change, negative = inhibition, hits mostly inhibitors; Huh7.5.1 HCVcc-Cre infection, luciferase reporter, 44 h; note: potency is the fitted concentration of half-maximal effect; % is set by controls: 0 for no effect and ±100 for the full control effect
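Reporter virus HCVcc-Cre (~0.5 moi) infects cells exposed to compound; seeding density 1,000 cells/well with 4 h settling beforehand. Luminescence, 15 sec read, taken 44 h post-infection following a 15 min RT substrate incubation.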
Pf growth 48h – P. falciparum growth inhibition at 48 hours (one generation); P. falciparum luciferase growth in erythrocytes, 48 h; Potency, µM (top dose mostly 28.7 µM), for the others: at the top dose activity change, negative = inhibition, actives largely listed as inhibitors; hit rate 5.9% among 310,000; AID 504832; note: potency is the fitted concentration of half-maximal effect; % is set by controls: 0 for no effect and ±100 for the full control effect
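First compound was added to culture medium, then infected red cells at 0.1% parasitemia and 2% hematocrit (final). After incubation at 37 C under 5% CO2, luciferase detection reagent was dispensed and light output recorded.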
Cycloheximide cs – counter-screen hit for Shiga toxin inhibitors, cycloheximide | hit rate 12% among 300,000 | cell reporter, cycloheximide protein synthesis inhibition counterscreen | max response, %; in the data active = max response mostly above about 13%, no sharp cut-off; inactive = mostly below about 14%; note: read at 38.3 µM for the half of the compounds with a filed dose; 0% is about no effect
Numbers without * were called inactive; ? = inconclusive; . = no result given; + = active, no number; & = joins results of further samples; [ ] = remark or other dose. Unless noted, calls come from the whole dose curve; as a rule, active = well fitted curve in the direction sought with a large enough effect; inconclusive = small, poorly fitted or top-dose-only effect, or another doubt; inactive = no such curve, though single readings can be large; an effect the other way counts as inactive or inconclusive.

Start of the listing, in advance (5 entries):
Structure,Tb PYK inh,Shiga toxin inh,LmPK inhibitor,Pf growth 96h,HCV inhibitor,Pf growth 48h,Cycloheximide cs
COc1ccc([C@H]2CC(=O)C=C(c3ccc(CO)cc3)C2)cc1,-11%,.,.,?,1%,?,.
Cc1nc(SCc2c(Cl)cccc2Cl)nc(OC(=O)N(C)C)c1C,25%,13,2%,?,?,-25%,-2
Cc1ccc(-n2ncc3c(=O)n(CC(=O)N4CCN(C(=O)c5ccco5)CC4)cnc32)cc1,-6%,.,.,?,16%,1%,.
COc1ccc(NC(=S)N(CCCN2CCCC2)Cc2cccs2)cc1,19%,-10,3%,?,-13%,-6%,6
CN1C(C(=O)NCc2cccc(Br)c2)CC2Cn3c(nc4cc(Cl)c(Cl)cc43)C21 (configuration not stated),6%,-5,2%,-10%,12%,-20%,3

Main list, previewed entries included:
Structure,Tb PYK inh,Shiga toxin inh,LmPK inhibitor,Pf growth 96h,HCV inhibitor,Pf growth 48h,Cycloheximide cs
COc1ccc([C@H]2CC(=O)C=C(c3ccc(CO)cc3)C2)cc1,-11%,.,.,?,1%,?,.
Cc1nc(SCc2c(Cl)cccc2Cl)nc(OC(=O)N(C)C)c1C,25%,13,2%,?,?,-25%,-2
Cc1ccc(-n2ncc3c(=O)n(CC(=O)N4CCN(C(=O)c5ccco5)CC4)cnc32)cc1,-6%,.,.,?,16%,1%,.
COc1ccc(NC(=S)N(CCCN2CCCC2)Cc2cccs2)cc1,19%,-10,3%,?,-13%,-6%,6
CN1C(C(=O)NCc2cccc(Br)c2)CC2Cn3c(nc4cc(Cl)c(Cl)cc43)C21 (configuration not stated),6%,-5,2%,-10%,12%,-20%,3
COc1ccc(C(=O)C(C)N(C(=O)c2ccc(Cl)cc2Cl)N2C(=O)C3C4C=CC(C4)C3C2=O)cc1 (configuration not stated),5%,-11,3%,?,18%,7.4µM*,-3
CN(CCC1CCOCC1)C(=O)C1CCC(=O)N(CCc2ccc(Cl)cc2)C1 (configuration not stated),0%,-4,6%,44%[activator],1%,4%,-2
O=C(Nc1ccccc1)c1ccccc1N=Cc1ccccc1O,-18%,+,-2%,70%[activator],13%,77%[activator],47*
Oc1ccccc1/C=N/n1c(-c2cccs2)n[nH]c1=S,?,-3,?,82%[activator],0%,49%[activator],0
O=[N+]([O-])c1ccccc1/C=C\C=N\N1CCN(c2ccccc2)CC1,1%,56,8%,?,?,-19%,25*
O=C(CN(Cc1ccccc1)S(=O)(=O)c1ccccc1)N/N=C/c1ccc2c(c1)OCO2,-1%,8,-2%,-17%,?,?,0
CCc1ncc(C(O)c2cccc(OC)c2OC)n1C (configuration not stated),-3%,-8,0%,1%[5.75 µM],-15%,-2%,-1
O=C(NC1CCCCC1)Oc1cccc2ccccc12,-8%,1,0%,10%,-9%,23%,-1
CC(C)C(NC(=O)OC(C)(C)C)C(=O)NC(CCC(=O)OCc1ccccc1)C(N)=O (configuration not stated),-6%,7,2%,-16%,4%,-8%,-2
COc1cc(NC(=O)c2ccccc2)ccc1NC(=O)Cc1ccccc1,2%,5,2%,-23%,?,-8%,4
Cc1ccc(-c2nn(C)c(=O)c3ccccc23)cc1CNC(=O)CSc1nc2ccccc2o1,-7%,-5,1%,?,-17%,?,-4
COc1ccc(C(=O)NC2CCCCCC2)cc1OC1CCN(C(C)=O)CC1,-10%,20,5%,?,-12%,3%,1
COC(=O)CN(C#N)c1nc(OC)nc(N(C)C)n1,3%,-1,0%,4%,16%,-5%,-2
COc1ccc(S(=O)(=O)N2CCCCC2)cc1NC(=O)CN1CCN(C(C)=O)CC1,3%,14,-3%,0%,3%,?,-4
Oc1ccc(/C=N/NC(=S)Nc2cccnc2)c(O)c1,-29%,52*,-1%,0%,?,6.6µM*,29*
Cc1noc(C)c1COC(=O)c1csc2c1CCC(C)C2 (configuration not stated),-4%,.,.,?,?,12µM*,.
Cc1ccc2c(c1)N(Cc1cccc(F)c1)C(=O)C(C)O2 (configuration not stated),3%,-5,3%,132%[activator],2%,-11%,-1
CC(CC(=O)Nc1nncs1)c1ccccc1 (configuration not stated),2%,-5,-6%,35%[activator],24%,-3%,-2
COc1ccccc1C1CCN(Cc2cccc(C(=O)N3CCC(O)CC3)c2)CC1,4%,-3,2%,-30%,-10%,-14%,-5
c1ccc(-c2ccccc2-c2nc(-c3cccnc3)no2)cc1,-2%,-6,2%,.,11µM*,?,-1

Later entries:
Structure,Tb PYK inh,Shiga toxin inh,LmPK inhibitor,Pf growth 96h,HCV inhibitor,Pf growth 48h,Cycloheximide cs
CCOc1ccccc1Nc1nnc(SCC(=O)NC(=O)c2cccn2C)s1,-6%,-14,2%,?,-4%,12%,-1
COc1ccc(S(=O)(=O)NC(Cc2ccccc2)C(=O)O)cc1 (configuration not stated),2%,-5,3%,28%,13%,20%[0.00184 µM],-2
CC1Cc2ccccc2N1C(=O)COC(=O)c1ccc(O)cc1 (configuration not stated),3%,16,3%,-6%,11%,-10%,10
CN1CCN(CCC(=O)N/N=C/c2ccccn2)CC1,13%,-4,-4%,?,24%,0%,0
CC(CC(=O)O)Nc1ccccc1O (configuration not stated),-7%,7,-6%,-1%,19%,7%,-6
COc1ccc(NC(=O)CC2Nc3ccccc3NC2=O)c([N+](=O)[O-])c1 (configuration not stated),0%,5,3%,-5%,-26%,?,9
CCCCn1c(O)c(C(CC)=Nc2cccc(C(=O)O)c2)c(=O)[nH]c1=O,-2%,8,5%,17%,-1%,32%[activator],1
CCc1cn([C@H]2C[C@H](O)[C@@H](CO)O2)c(=O)[nH]c1=O,-3%,1,2%,10%,-27%[8.37 µM],3%,0
O=[N+]([O-])c1ccc(N2CCN(Cc3ccc([N+](=O)[O-])o3)CC2)cc1,-2%,-5,2%,.,-26%,-18%,6
COc1ccc(CC(=O)N2CCc3cc(OC)c(OC)cc3C2)cc1,10%,2,0%,-2%,-13%,6%,2
COc1ccc(C2(C(=O)N3CCC(n4nc(-c5ccccc5)oc4=O)CC3)CC2)cc1,-5%,14,2%,-8%,11%,?,-1
O=C(NCc1ccc2c(c1)OCO2)c1cccc(C(=O)NCc2ccc3c(c2)OCO3)c1,4%,10,5%,37%[activator],?,?,-3
CCOC(=O)N1CCN(c2cc(N3CCOCC3)c(F)cc2[N+](=O)[O-])CC1,-1%,19,-1%,126%[activator],-13%,1%,-2
C/C(CC(=O)NCc1ccco1)=N\NC(=O)Cc1ccc(-c2ccccc2)cc1,-3%,6,3%,?,15%,5%,3
C/C(=N\NC(=O)C(NC(=O)c1ccccc1)C(C)C)c1ccccc1 (configuration not stated),-10%,-15,0%,0%,9%,0%,9
O=C1NCCN(Cc2cccc(Oc3ccccc3)c2)C1CC(=O)N1CCCCO1 (configuration not stated),2%,-4,-1%,102%[activator],16%,?,-5
COc1ccc(NC(=O)CCCN2C(=O)C(c3ccccc3)Oc3cccnc32)cc1OC (configuration not stated),1%&1%,-1,4%,39%[activator],?,?,8
CCOCCCNC(=O)C1CCN(Cc2ccc(OCc3ccccc3)c(OC)c2)CC1,12%,95,2%,?,-6%,48%[activator],18*
CC(=O)c1ccc(N=C2SCCCN2C(=O)C2CCCCC2)cc1,2%,24,13%,-14%,6%,1%,17
Cc1cccc(-n2nc(C)cc2N)c1,-4%,-8,-7%,117%,6%,66%[activator],13
COCCN(C(=O)COC(=O)c1sccc1C)c1c(N)n(Cc2ccccc2)c(=O)[nH]c1=O,-9%,-26,-10%,-24%,.,18%,-6
Cc1cc(C)nc(Nc2n[nH]c(-c3cccc4ccccc34)n2)n1,6%,27,3%,?,?,?,19*
Cc1nn(-c2ncc(C(F)(F)F)cc2Cl)c(=O)n1-c1ccccc1,-2%,-3,-1%,11%,21%,.,0
COc1ccc(CCNC(=O)Nc2ccc([N+](=O)[O-])cc2)cc1OC,4%,-2,-1%,7%,?,5%[5.75 µM],-1
CCOC(=O)/C=C/CN(C(=O)OC(C)(C)C)S(=O)(=O)N1CC=CC1,5%,-2&-4,1%,?,-2%,?,-1&-6
CCCOC(=S)NC(=O)c1sc2ccccc2c1Cl,-15%,63*,-3%,?,?,43%[activator],40*
Cc1cccc(C)c1N1CC(=O)N(c2c(C)cccc2C)CC1=O,3%,-11,-2%,19%,2%,5%,-3
O=c1[nH]c2c(c3c1CCCC3)CCCC2,7%,-1,-4%,0%,?,-1%,4

Given as labelled records: 2 of the compounds above
Molecule: Cc1nn(-c2ncc(C(F)(F)F)cc2Cl)c(=O)n1-c1ccccc1
  Tb PYK inh: -2%	Shiga toxin inh: -3	LmPK inhibitor: -1%	Pf growth 96h: 11%	HCV inhibitor: 21%	Pf growth 48h: .	Cycloheximide cs: 0
Molecule: COc1ccc(CCNC(=O)Nc2ccc([N+](=O)[O-])cc2)cc1OC
  Tb PYK inh: 4%	Shiga toxin inh: -2	LmPK inhibitor: -1%	Pf growth 96h: 7%	HCV inhibitor: ?	Pf growth 48h: 5%[5.75 µM]	Cycloheximide cs: -1
